# High-throughput results from PubChem.
# RNase H inhibition: RNase H inhibition, HIV 1 Gag Pol polyprotein, FRET biochemical assay, screening (AID 372). HIV-1 RT RNase H, FRET RNA/DNA substrate fluorescence; higher % means a stronger effect. inhibition, % at 10 µM, or IC50 in µM where a hit was titrated. actives 0.77% (n = 100,000); in the data active = inhibition above about 50%
# * = called active by the depositor. Not all compounds are listed; the hit share may differ from the screen's.
SMILES,RNase H inhibition
COc1ccc(Cl)cc1C(=O)NC(=S)Nc1cc(-c2nc3cc(Cl)ccc3o2)ccc1C,1%
COC(=O)COc1ccc(/C=C2\C(=O)NC(=O)N(c3ccc(C)cc3)C2=O)cc1OC,8%
Cc1ccc(C(=O)NC(=S)Nc2ccc3oc(-c4ccccc4Cl)nc3c2)cc1C,11%
CC(C)OC(=O)c1ccc(NC(=O)c2ccc(Br)cc2)cc1,11%
Cc1cccc(-n2c(C)cc(/C=N\NC(=O)c3ccco3)c2C)c1,10%
C=CCc1cccc2cc(C(=O)OCc3ccccc3)c(=O)oc12,4%
COc1ccc(CCN=C(C)C2=C(O)c3ccccc3C2=O)cc1,30%
Cc1cc(Br)c2[nH]c(O)c(N=NC(=O)c3ccccc3Br)c2c1,0%
O=C(O)CCSc1nc2ccc(NC(=O)c3ccccc3)cc2s1,0%
O=C(Nc1ccc(N=Cc2ccc([N+](=O)[O-])cc2)cc1)c1ccccc1Br,11%

# Gathered by group, the compounds so far containing a Cl atom (2)
SMILES,RNase H inhibition
COc1ccc(Cl)cc1C(=O)NC(=S)Nc1cc(-c2nc3cc(Cl)ccc3o2)ccc1C,1%
Cc1ccc(C(=O)NC(=S)Nc2ccc3oc(-c4ccccc4Cl)nc3c2)cc1C,11%

# The listing continues:
SMILES,RNase H inhibition
Cc1cccc(Cl)c1OCCCCn1ccnc1,16%
CC(=O)Nc1ccc2c(c1)ncn2-c1ccc(C)cc1,6%
O=C(Nc1ccc(Cl)cc1)C(Cc1ccccc1)N1C(=O)c2ccccc2C1=O (centres undefined),9%
O=C(NCc1cccnc1)C(=O)Nc1ccc(Br)cc1,0%
CCOC(=O)C1=C(C)N=c2s/c(=C\c3ccc(OCc4cccc5ccccc45)c(OCC)c3)c(=O)n2C1c1ccc(C)cc1 (centres undefined),9%
O=c1[nH]n(-c2ccccc2)c(O)c1/C=C1\C=NN=C1c1ccccc1,16%
COC(=O)c1c(C)oc2ccc(OC/C=C/c3ccccc3)cc12,0%
COc1ccc(I)cc1S(=O)(=O)N1CCN(c2ccc(F)cc2)CC1,16%
O=C(CCC1CCCCC1)Nc1ccncc1,0%
Cc1ccccc1NC(=O)c1cc2ccccc2c(C=Nc2ccc3ccccc3c2)c1O,16%
CCc1ccc(/C=C/c2[nH]c(=O)[nH]c(=O)c2[N+](=O)[O-])cc1,5%
CS(=O)(=O)N(Cc1ccccc1)c1ccc(C(=O)NCc2ccccn2)cc1,10%
Cc1cc(C)c(NC(=O)c2ccc(F)cc2)c(C)c1,3%
CC1=NN(C(=O)CCc2ccccc2)C(O)(c2cccnc2)C1 (centres undefined),0%
CC(=O)N1CCN(c2nc(-c3ccccc3)c3cc(Cl)ccc3n2)CC1,5%
Cc1ccc(-c2nc3ncccc3o2)cc1NC(=O)c1cc(Br)ccc1Cl,21%
Cc1ccc(NC(=S)NC(=O)c2ccc(OC(C)C)cc2)cc1C,22%
COc1ccc(C(NC(=O)C(C)C)c2ccc3cccnc3c2O)cc1OC (centres undefined),5%
Cc1cc(NC(=O)c2ccccc2Br)ccc1-c1cc2ccccc2oc1=O,9%
CCOC(=O)COc1ccc(/C=C2\C(=O)NC(=O)N(c3cc(C)cc(C)c3)C2=O)cc1Br,1%
Cc1cc2nc(Nc3nc4ccccc4c(=O)[nH]3)nc(C)c2cc1C,0%
CC(=O)Nc1ccc(S(=O)(=O)N2CCN(c3ccc(F)cc3)CC2)cc1,5%
CCc1ccc(S(=O)(=O)Nc2ccc(Cl)cn2)cc1,11%
O=[N+]([O-])c1c(N(Cc2ccccc2)Cc2ccccc2)ccc2nonc12,20%
O=C(O)C1Nc2ccc([N+](=O)[O-])cc2C2C=CCC12 (centres undefined),32%
O=C(CSc1nsc(SCC(=O)Nc2ccc(F)cc2)n1)Nc1ccc(F)cc1,0%
CCOC(=O)c1c(NC(C)=O)sc(/C(C)=N/O)c1-c1ccccc1,16%
O=C(Nc1ccccc1)Nc1nnc(SCc2ccc(F)cc2)s1,1%
O=c1[nH]c(Nc2nc3ccccc3o2)nc2ccccc12,0%
CCC(=O)N1N=C2c3cc(OC)ccc3CCC2C1c1ccc(F)cc1 (centres undefined),10%

# Random excerpt: four compounds from above, in no set order.
SMILES,RNase H inhibition
CC1=NN(C(=O)CCc2ccccc2)C(O)(c2cccnc2)C1 (centres undefined),0%
CC(C)OC(=O)c1ccc(NC(=O)c2ccc(Br)cc2)cc1,11%
COc1ccc(I)cc1S(=O)(=O)N1CCN(c2ccc(F)cc2)CC1,16%
Cc1ccc(C(=O)NC(=S)Nc2ccc3oc(-c4ccccc4Cl)nc3c2)cc1C,11%

# The list continues.
SMILES,RNase H inhibition
CC1=C(C(=O)Nc2ccccc2)C(c2cccc(Br)c2)NC(=S)N1 (centres undefined),8%
CCCCOC(=O)C1=C(C)NC2=C(C(=O)CCC2)C1c1ccc(OC)c(Br)c1 (centres undefined),9%
O=C(NC1CCCCCCC1)c1cc([N+](=O)[O-])ccc1Cl,8%
O=C(O)c1cc(-c2ccc(Cl)cc2)nc2ccc(Br)cc12,0%
CCOC(=O)Cc1c(Cl)c2ccccc2[nH]c1=O,4%
CSc1nnc(-c2ccccc2)c(-c2ccccc2)n1,0%
Ic1cccc(/C=N/n2cnnc2)c1,2%
Cc1nn(C(=O)c2ccnn2C)c(C)c1Br,18%
COC(=O)C1=C(C)N(CC(C)C)C(=O)/C1=C\c1ccc([N+](=O)[O-])cc1,19%
Cc1cccc(C(=O)Nc2ccc(NC(=S)NC(=O)c3cccs3)cc2)c1,21%
CCOC(=O)C(=CNc1ccc(OCc2ccccc2)cc1)C(=O)OCC,12%
CCc1cccc(NC2CC(=O)N(c3ccc(Br)cc3)C2=O)c1 (centres undefined),7%
COc1ccc(C2CC(=O)C3=C(C2)NC(C)=C(C(=O)OC2CCCCC2)C3c2cc3c(cc2Br)OCO3)cc1 (centres undefined),12%
COC(=O)C1=C(C)N(C)C(C)=C(C(=O)OC)C1c1ccc(OCc2ccccc2)cc1,22%
CCOC(=O)N/N=C/c1ccc(F)cc1,0%
CCC(C(=O)Nc1cc(C)cc(C)n1)c1ccccc1 (centres undefined),8%
Fc1ccc(Nc2nc(-c3ccncc3)nc3ccccc23)cc1F,26%
CCCCCCCCC(=O)N/N=C/c1cccc(Br)c1,7%
Cc1cc(Cl)ccc1OCCCC(=O)Nc1ccc2c(c1)OCCO2,0%
COc1ccc(/C=N/NC(=O)CN2CCSCC2)c(C)c1C,7%
O=[N+]([O-])c1c(Nc2ccc(Cl)c(C(F)(F)F)c2)ccc2nonc12,2%
CC(C)COC(=O)c1ccccc1OC(=O)c1cccnc1,5%
O=C(CSc1ccc(Cl)cc1)N1CCOCC1,10%
CN(C)c1ccc(C=Nc2ccc([N+](=O)[O-])cc2Cl)cc1,6%
COc1ccc(CC(=O)NC(Cc2ccc(OC)c(OC)c2)C(=O)O)cc1OC (centres undefined),12%
Cc1cc(C)nc(/N=C(/N)Nc2ccc(C)c([N+](=O)[O-])c2)n1,0%
COc1ccc(/C=C(\NC(=O)c2ccccc2)C(=O)Nc2cccc(C)c2)cc1OC,10%
COc1cccc(/C=C2/C(=O)NC(=O)N(c3cc(C)cc(C)c3)C2=O)c1O,0%
O=C(NC(NC(=S)Nc1ccccc1)C(Cl)(Cl)Cl)c1ccccc1F (centres undefined),11%
COc1ccc(N(CC(=O)N2CCOCC2)S(C)(=O)=O)c(OC)c1,0%
O=C(O)COc1ccccc1/C=N\NC(=O)COc1ccc(Cl)cc1[N+](=O)[O-],0%
O=C(/C=C/c1cc2c(cc1[N+](=O)[O-])OCCO2)c1c(-c2ccccc2)c2cc(Cl)ccc2[nH]c1=O,33%
CC1=C(C(=O)OCc2ccco2)C(c2cccc([N+](=O)[O-])c2)NC(=O)N1 (centres undefined),7%
CCCN(CCC)C(=O)c1c(NC(=O)c2cccnc2)sc2c1CCCCC2,16%
CCOC(=O)C1(C)C=C(Nc2cccc([N+](=O)[O-])c2)C(=O)N1c1ccccc1 (centres undefined),13%
Cc1cccc(OCC(=O)N/N=C/c2ccncc2)c1,10%
CCC(C)c1ccc(NC(=S)NC(=O)c2ccc([N+](=O)[O-])cc2)cc1 (centres undefined),19%
O=C(Cc1ccccc1)NC(CCC(=O)OCc1ccccc1)C(=O)NCCO (centres undefined),17%
COc1ccc(CCNC(=O)CC(C)=O)cc1OC,4%
Cc1ccc(-c2noc(COc3ccc4ccccc4c3)n2)cc1,0%
O=C(Nc1cc(Cl)ccc1Cl)c1cc2ccccc2oc1=O,7%
COc1ccc(NC(=O)NS(=O)(=O)c2ccc(C)cc2)c(OC)c1,4%
O=C(c1ccc(Cl)cc1)N1CCCc2ccccc21,4%
CSCCOC(=O)C1=C(C)NC(=O)NC1c1ccc(O)c([N+](=O)[O-])c1 (centres undefined),4%
Cc1cc(OCC(=O)NCCc2ccccc2)ccc1Cl,0%
O=C(N/N=C/c1cc([N+](=O)[O-])ccc1O)NC12CC3CC(CC(C3)C1)C2,0%
COc1cccc(/C=N/NC(=O)C(=O)Nc2ccc(F)cc2)c1OC,2%
CCc1ccccc1NC(=O)CN(c1ccc(OC)cc1OC)S(C)(=O)=O,18%
O=C(CC1S/C(=N\N=C\c2ccccc2)NC1=O)Nc1ccccc1Br (centres undefined),8%
CCCC(=O)Nc1cccc(-c2nc3cc(C)ccc3o2)c1C,0%
# Going on with the list.
SMILES,RNase H inhibition
CCc1nn2c(C(F)(F)F)cc(=O)[nH]c2c1C,2%
COc1ccc(C(=O)NC(=S)Nc2ccc3oc(-c4cccc(Cl)c4Cl)nc3c2)cc1,12%
COc1cc(C2/C(=C(/O)c3ccccc3)C(=O)C(=O)N2CCC(=O)O)ccc1O (centres undefined),5%
COc1ccc(C(=O)Nc2ccc(NC(=O)c3cc4ccccc4o3)c(OC)c2)cc1Br,6%
COc1ccc(OCc2ccccc2)c(C=O)c1,9%
CN(C)/C=C/C=C1C(=O)OC(C)(C)OC1=O,0%
CCOC(=O)C1=NNC2C(=O)N(Cc3ccccc3)C(=O)C12 (centres undefined),0%
C/C(=N\NC(=O)c1ccccc1F)c1ccc2ccccc2c1,5%
Cc1ccc(C)c(N(CC(=O)Nc2ccccc2Br)S(=O)(=O)c2ccccc2)c1,2%
COc1ccc(/C=C2/SC(=O)N(CNc3ccc(Br)cc3C)C2=O)c(OC)c1,0%

# Some of the entries above in another layout.
Molecule	RNase H inhibition
C/C(=N\NC(=O)c1ccccc1F)c1ccc2ccccc2c1	5%
Cc1ccc(C)c(N(CC(=O)Nc2ccccc2Br)S(=O)(=O)c2ccccc2)c1	2%

# Carrying on:
SMILES,RNase H inhibition
Cc1cc(/C=C2\SC(=O)NC2=O)c(C)n1-c1ccc(C(=O)O)cc1,4%
COc1ccc(S(=O)(=O)Nc2ccc(I)cc2)cc1,10%
O=c1c(Oc2ccccc2Br)c(C(F)(F)F)oc2c(CN3CCCC3)c(O)ccc12,9%
COc1cc(/C=N/Nc2ccc(C(=O)O)cc2)cc(Br)c1O,7%
CCOc1ccc(/C=C2/N=C(c3sc4ccccc4c3Cl)OC2=O)cc1,1%
Cc1ccc(S(=O)(=O)NCCOc2ccc(Cl)cc2)cc1[N+](=O)[O-],0%
Cc1ccc(CSCCNC(=O)CN(c2ccc(C)cc2)S(=O)(=O)c2ccc(F)cc2)cc1,8%
COc1cc(C=C2C(=O)NC(=O)NC2=O)ccc1OC(C)C,3%
CCOC(=O)C1=C(C)NC(=S)NC1c1ccc(CC)cc1 (centres undefined),11%
O=C(c1ccccc1)C1(C(=O)c2ccccc2)CCCC1,3%

# Shown with bars between the fields: part of the list above.
structure | RNase H inhibition
CCOc1ccc(/C=C2/N=C(c3sc4ccccc4c3Cl)OC2=O)cc1 | 1%
Cc1ccc(S(=O)(=O)NCCOc2ccc(Cl)cc2)cc1[N+](=O)[O-] | 0%
Cc1ccc(CSCCNC(=O)CN(c2ccc(C)cc2)S(=O)(=O)c2ccc(F)cc2)cc1 | 8%
COc1cc(C=C2C(=O)NC(=O)NC2=O)ccc1OC(C)C | 3%
CCOC(=O)C1=C(C)NC(=S)NC1c1ccc(CC)cc1 (centres undefined) | 11%

# More entries
SMILES,RNase H inhibition
Cc1ccc(O)c(NC(=O)c2ccc(-c3ccccc3)cc2)c1,4%
COc1ccc2c(c1)-c1c(sn(-c3cccc(C)c3)c1=S)C(C)(C)N2,4%
CCCOC(=O)C1=C(C)NC2=C(C(=O)CCC2)C1c1ccc(CC)cc1 (centres undefined),3%
COC(=O)c1ccc(-n2c(C)cc(/C=C(/C#N)C(=O)Nc3ccc(Cl)cc3)c2C)cc1,0%
NNC(=O)Cn1nc(-c2ccccc2)c2ccccc2c1=O,1%
Cc1cc(=O)[nH]c2cc(-c3ccccc3)nn12,0%
Cc1cc(C)c(OCC(O)CN2CCN(Cc3ccc4c(c3)OCO4)CC2)c(C)c1 (centres undefined),12%
Cc1ccc(OCCn2c(SCc3nc4ccccc4[nH]3)nc3ccccc32)cc1,17%
Cc1cc2c(cc1Br)NC(=O)C21C(C#N)=C(N)OC2=C1C(=O)CC(c1ccccc1)C2 (centres undefined),9%
O=C(O)CCN1C(=O)C(=O)/C(=C(\O)c2ccccc2)C1c1ccccc1[N+](=O)[O-] (centres undefined),5%
COC(=O)C1=C(C)N(c2ccccc2)C(=S)NC1c1ccc(OC)cc1 (centres undefined),0%
CCOC(=O)c1c(/N=C/c2c(O)c([N+](=O)[O-])cc3oc4c(c23)CCCC4)sc(C)c1C,10%
Cc1cc(Cl)cc(C)c1OCCCCCCn1ccnc1,9%
CC(=O)Nc1ccc(S(=O)(=O)Nc2cc(C)cc(C)c2)cc1,8%
CC(Oc1ccccc1)C(=O)Nc1cccc(NC(=O)C(C)Oc2ccccc2)n1 (centres undefined),11%
O=c1c2c([nH]c3ccccc13)CCCCC2,0%
Cc1c(Cl)cccc1NC(=O)c1cc(-c2ccc(Cl)cc2)nc2ccccc12,6%
Cc1sc(NC(=O)c2ccccc2I)c(C(=O)O)c1C,10%
Cc1cc(C)n(-c2cc(NCCO)nc(-c3ccc(Br)cc3)n2)n1,4%
CC1=NN(c2ccccc2)C(=O)/C1=C\c1ccc(O)cc1,16%
Cc1ccc(C=Nc2ccc(S(N)(=O)=O)cc2)s1,0%
COc1cc(C(=O)Nc2ccc3oc(-c4ccccc4C)nc3c2)cc(OC)c1OC,17%
